Screens from PubChem BioAssay.
All columns: NCI-60 one-dose screen, growth in % after 48 h at 10 µM unless noted; 100 = growth as untreated, 0 = no growth, -100 = all killed.
SR: SR leukemia cells | hit rate 8.7% among 73,000 | AID 1794780
K-562: K-562 leukemia; hit rate 7.4% among 78,000; AID 1794777
MDA-MB-468: MDA-MB-468 breast cancer. hit rate 8.5% among 78,000. AID 2202374
MOLT-4: MOLT-4 leukemia cells; hit rate 6.9% among 80,000
CCRF-CEM: CCRF-CEM leukemia. hit rate 7% among 77,000
RPMI-8226: RPMI-8226 leukemia cells; hit rate 7.5% among 77,000; AID 1794781
HOP-62: HOP-62 NSCLC. hit rate 3.9% among 80,000. AID 1794735
MDA-MB-435: MDA-MB-435 melanoma; hit rate 7.8% among 82,000; AID 1794794
Active calls of the source: *; . = not tested or not shown; & = joins results of further samples. How the source made its calls: active means growth percent below 10; inactive means the rest.

SMILES	SR	K-562	MDA-MB-468	MOLT-4	CCRF-CEM	RPMI-8226	HOP-62	MDA-MB-435
O=C1NC(=C(Cl)Cl)/C(=N/S(=O)(=O)Nc2ccc(F)cc2)N1	99.1	100.0	95.4	100.0	94.4	91.5	112.0	102.0
CCC1=CCC(=O)O1	.	113.6	93.9	104.6	95.9	101.5	101.3	101.6
Cn1c(=O)nc(N)n(NC(=O)CCl)c1=O	102.9	115.5	104.9	95.6	87.8	104.7	115.2	106.5
COc1cc(CNC(=O)/C=C/C=C/c2ccc3c(c2)OCO3)ccc1OCc1cn(-c2ccc([N+](=O)[O-])cc2)nn1	74.9	69.5	95.2	85.0	90.9	.	93.3	94.6
N#C/C(=C\c1cccc(Cl)c1Cl)C(=O)Nc1sc2c(c1C#N)CCCC2	93.1	98.0	100.8	103.9	107.2	95.2	103.6	97.8
O=C1CCC(C(=O)N/N=C/c2ccc([N+](=O)[O-])cc2)N1 (centres undefined)	112.8	102.5	109.5	102.5	97.0	100.2	109.5	102.1
O=[N+]([O-])c1cc2c(ccc3occc32)o1	10.9	11.9	-8.9*	17.1	9.8*	36.5	63.5	-75.1*
N#Cc1c(O)c2c(c(O)c1C#N)C(=O)c1ccccc1C2=O	15.4	.	7.7*	8.6*	24.4	.	59.8	-91.2*
CSc1ccc2c(c1)N(C(=O)/C(C#N)=C/C=C/c1ccccc1)c1ccccc1S2	86.9	58.2	40.5	58.9	53.5	64.1	73.8	64.5
CCCCc1oc2ccc([N+](=O)[O-])cc2c1C(=O)c1ccc(C#Cc2ccc(C)cc2)cc1	95.9	77.5	84.9	84.1	88.6	83.5	101.6	89.9
N/C(=N\c1nc2c(Cl)cc(Cl)cc2s1)C(Cl)(Cl)Cl	85.1	71.3	-48.6*	82.8	83.7	15.4	20.1	75.6
C=C1CC[C@@H](C(=O)OC)Cc2nc(C)ccc21	95.7	101.1	106.0	101.3	102.1	100.0	105.9	103.5

Structures above containing a carbonyl joined to an NH by a bond outside any ring (4):
SMILES	SR	K-562	MDA-MB-468	MOLT-4	CCRF-CEM	RPMI-8226	HOP-62	MDA-MB-435
Cn1c(=O)nc(N)n(NC(=O)CCl)c1=O	102.9	115.5	104.9	95.6	87.8	104.7	115.2	106.5
COc1cc(CNC(=O)/C=C/C=C/c2ccc3c(c2)OCO3)ccc1OCc1cn(-c2ccc([N+](=O)[O-])cc2)nn1	74.9	69.5	95.2	85.0	90.9	.	93.3	94.6
N#C/C(=C\c1cccc(Cl)c1Cl)C(=O)Nc1sc2c(c1C#N)CCCC2	93.1	98.0	100.8	103.9	107.2	95.2	103.6	97.8
O=C1CCC(C(=O)N/N=C/c2ccc([N+](=O)[O-])cc2)N1 (centres undefined)	112.8	102.5	109.5	102.5	97.0	100.2	109.5	102.1

(continued)
SMILES	SR	K-562	MDA-MB-468	MOLT-4	CCRF-CEM	RPMI-8226	HOP-62	MDA-MB-435
N#Cc1c(-c2ccc(Cl)cc2)nc(NS(=O)(=O)c2ccccc2)nc1N1CCCCC1	86.8	98.1	102.2	93.4	92.3	81.1	101.6	102.1
CC1=CC[C@H]2C(C)=CC[C@@H](C(C)C)[C@@H]2C1	111.2	102.7	101.9	103.4	93.4	104.1	100.0	117.3
COc1cc(C2=N/C(=C\c3cc4ccc(OCc5ccccc5)cc4nc3OC)C(=O)N2)cc(OC)c1OC	.	59.6	95.8	75.8	44.7	81.4	90.2	100.3
O=c1c2ccccc2ncn1CCOc1ccc(-c2ccccc2)cc1	100.2	100.8	106.0	91.4	100.3	.	95.2	99.5
CCN(CC)c1cc(/C=C/c2ccc(OC)c(OC)c2)nc2cc(Cl)c(Cl)cc12	106.0	106.7	113.1	105.8	106.4	115.6	100.7	111.4
CCN1CCN(C2=C(N3CCN(CC)CC3)c3c(sc4c(F)cccc34)C(c3cccc([N+](=O)[O-])c3)N2)CC1 (centres undefined)	84.1	91.2	107.2	87.3	96.8	92.1	90.3	108.2
CN1C(=O)OC(C)(C)C1=O	113.7&93.2	112.2&100.1	118.1&106.4	47.5&101.7	96.9&93.9	81.9&109.5	118.7&106.4	101.2&110.9
COc1ccc(/C=C/C(=O)/C=C(/C=C/c2ccc(OC)c(OC)c2)OB(F)F)cc1OC	0.2*	17.4	45.6	1.5*	-12.0*	-20.9*	83.5	8.2*
Cn1cc(C(=O)c2nc(-c3c[nH]c4ccc(Br)cc34)no2)c2ccccc21	95.0	99.1	101.4	97.8	96.6	95.5	99.2	100.0
COc1cc2nnc3c4cccnc4c(C#N)n3c2cc1OC	124.4	114.6	115.6	138.8	99.1	102.9	101.9	125.3
COc1ccc(C2=CSc3ccccc3N2)cc1	.	97.2	102.2	87.3	.	.	100.6	97.7
CCOC(=O)c1ccc(NC2=C(Cl)C(=O)c3nc(C)ccc3C2=O)cc1	22.6	7.3*	-24.6*	16.3	6.9*	4.7*	112.8	21.6

In the list so far, 2 contain a thiophene ring, fused or not.
SMILES	SR	K-562	MDA-MB-468	MOLT-4	CCRF-CEM	RPMI-8226	HOP-62	MDA-MB-435
N#C/C(=C\c1cccc(Cl)c1Cl)C(=O)Nc1sc2c(c1C#N)CCCC2	93.1	98.0	100.8	103.9	107.2	95.2	103.6	97.8
CCN1CCN(C2=C(N3CCN(CC)CC3)c3c(sc4c(F)cccc34)C(c3cccc([N+](=O)[O-])c3)N2)CC1 (centres undefined)	84.1	91.2	107.2	87.3	96.8	92.1	90.3	108.2

Back to the main list with the four entries that preceded the break.
SMILES	SR	K-562	MDA-MB-468	MOLT-4	CCRF-CEM	RPMI-8226	HOP-62	MDA-MB-435
Cn1cc(C(=O)c2nc(-c3c[nH]c4ccc(Br)cc34)no2)c2ccccc21	95.0	99.1	101.4	97.8	96.6	95.5	99.2	100.0
COc1cc2nnc3c4cccnc4c(C#N)n3c2cc1OC	124.4	114.6	115.6	138.8	99.1	102.9	101.9	125.3
COc1ccc(C2=CSc3ccccc3N2)cc1	.	97.2	102.2	87.3	.	.	100.6	97.7
CCOC(=O)c1ccc(NC2=C(Cl)C(=O)c3nc(C)ccc3C2=O)cc1	22.6	7.3*	-24.6*	16.3	6.9*	4.7*	112.8	21.6
OC(CCN1CCCCC1)(c1ccccc1)c1ccccc1	103.6	.	100.8	101.8	102.7	100.2	110.4	98.9
NS(=O)(=O)c1cc(C(=O)O)c(NCc2ccco2)cc1Cl	102.4	111.8	98.4	106.5	92.1	110.2	102.6	106.4
O=[N+]([O-])c1ccc(NCCNc2ccc([N+](=O)[O-])cc2)cc1	88.1	107.3	104.6	101.3	107.4	91.3	121.6	120.8
COc1cccc(C2c3c([nH]c(=S)[nH]c3=O)Nc3[nH]c(=S)[nH]c(=O)c32)c1O	110.5	117.8	112.6	118.7	108.8	111.9	97.7	99.3
CCOC(=O)c1cc2c(n1Cc1ccc(OC)cc1)-c1[nH]c(=O)c(S(=O)(=O)c3ccccc3)cc1CCC2	87.5	87.4	99.3	81.8	98.8	89.8	91.1	100.2
Cc1ccc(N=Cc2cc3ccccc3nc2N2C(=O)CC(=O)NC2=O)cc1	95.3	96.5	98.1	102.9	95.4	93.5	97.5	101.1
Cn1c2ccc(Br)cc2c2c3c(c4c5ccccc5ccc4c21)C(=O)N(O)C3=O	68.9	98.9	105.4	110.6	94.7	95.3	98.1	102.5
Clc1ccc(Cc2ccccn2)cc1	92.3	100.3	96.7	104.2	103.5	100.5	89.5	107.4
Clc1cccc(Cl)c1C[n+]1ccccc1	93.7	95.8	86.7	98.9	96.4	91.4	111.9	98.1
CCOc1ccc(NC(=S)n2c(=O)cc(C)c3ccc(O)cc32)cc1	120.2	109.9	108.7	110.0	111.3	100.3	91.7	104.7
c1ccc(-c2nn(-c3ccccc3)cc2-c2nc3ccccc3[nH]2)cc1	.	84.3	85.6	89.1	94.1	78.4	101.6	99.6
CCn1c(=O)c2c(=O)c3c4c(oc3oc2c2ccccc21)C(=O)c1ccccc1C4=O	80.8	28.6	-29.6*	-24.5*	2.5*	33.5	80.3	95.9
O=c1c2cc(Nc3nc(-c4ccc5c(c4)OCO5)cs3)ccc2nc2n1CCC2	87.1	90.9	101.4	80.9	78.1	76.5	112.8	97.8
COc1ccc(Cn2c(NCCCN(C)C)nc(=O)n(Cc3ccc(F)cc3)c2=O)cc1	83.5	87.9	85.8	84.9	113.8	95.7	93.5	102.0
O=S(O)c1cccs1	100.9	102.0	102.7	110.7	90.1	97.9	115.2	111.1
O=C(CN1CCOCC1)Nc1ccc2oc(=O)ccc2c1	85.7	.	113.3	83.1	87.0	91.3	103.5	104.8
CCCCCCCOc1c(OC)cc(C2CC(=O)Nc3c2c(C)nn3-c2nc3ccccc3[nH]2)cc1OC (centres undefined)	.	21.0	-4.4*	15.2	24.5	8.2*	-22.6*	-27.6*
COc1cccc(Nc2ncc3c(n2)CCc2cnc(Nc4cccc(OC)c4)nc2-3)c1	94.1	66.0	73.5	65.9	67.8	79.2	90.9	94.6
CCCCC1(CC)SCC(=O)NC1=O (centres undefined)	127.8	115.5	116.7	126.1	111.3	.	106.3	110.4
C=C(C)[C@@H]1CC[C@]2(C=O)CC[C@]3(C)[C@H](CC[C@@H]4[C@@]5(C)C/C(=C/c6ccc(C(F)(F)F)cc6)C(=O)C(C)(C)[C@@H]5CC[C@]43C)[C@@H]12	79.1	73.3	89.6	85.4	89.0	75.2	99.3	100.2
COc1ccc(-c2csc(-c3cc(Cl)cc(Cl)c3Cl)n2)cc1	88.8	83.9	.	89.0	97.4	93.5	91.1	80.7
COc1cc2c(cc1OC)C(c1ccc(N=Cc3ccc(Cl)c(Cl)c3)cc1)N(C(=S)Nc1cc(Cl)ccc1Cl)CC2 (centres undefined)	.	88.2	88.7	71.8	44.3	71.9	94.9	95.7
C(=C\c1cccnc1)/c1ccncc1	.	95.4	106.8	95.6	96.5	99.6	119.7	101.9
Nc1nccc(-c2c[nH]c3cc(Br)c(Br)cc23)n1	30.1	71.4	80.9	79.1	92.2	81.4	78.2	111.7
O=C(Nc1ccc(Cn2nnc3c(F)cccc32)cc1)c1ccc([N+](=O)[O-])cc1	49.9	32.5	11.5	64.3	66.5	.	64.8	59.9
CCN1CCC(C(=O)N(CC)CC)CC1	103.8	103.1	104.5	89.9	99.3	101.6	96.7	104.2
COc1cc(NCC(=O)Nc2cc(Nc3ccc(C(F)(F)F)cc3)ncn2)c(Cl)c(OC)c1Cl	99.0	97.4	104.7	80.5	95.3	95.1	90.3	99.5
O=C(/C=C/c1ccc2c(c1)OCO2)C1CC1	94.9	84.0	103.5	101.3	100.6	104.8	106.1	103.9
O=C1Nc2ccccc2C12NN=C1Oc3ccccc3C12 (centres undefined)	104.5	97.3	103.1	102.9	99.6	98.8	112.8	101.6
Cc1cccc(C(O)C(O)c2cccc(C)n2)n1 (centres undefined)	126.5	134.8	118.9	106.8	102.2	111.5	109.6	107.1
O=C1C2Nc3ccccc3N=C2OC1c1cccc([N+](=O)[O-])c1 (centres undefined)	.	108.2	111.1	122.2	104.8	116.4	93.7	109.0
CC(C)N1CN2C(=O)N3CN(C(C)C)CN4C(=S)N(C1)C2C34 (centres undefined)	94.1	97.7	110.4	95.8	100.4	108.8	91.7	110.7
CC(C)(C(N)=O)c1ccccc1	104.9&105.0	107.6&100.1	98.2&93.2&102.3	106.0	104.9&99.7	98.3&111.1	100.8&102.4&109.7	113.4&101.7&101.7
CC(/C=N/NC(=O)c1cnccn1)=N/NC(=O)c1cnccn1	.	108.3	100.0	98.9	102.8	112.2	93.5	102.3
CC(=O)CC(C)(C)c1ccccc1	102.0	91.6&98.5	112.8&102.7	96.9&98.7	106.2&88.6	93.9&100.4	106.3&115.7	115.1&105.5
Cc1ccc(N2CCN(CSc3ccccc3)CC2)cc1	82.6	116.8	109.3	72.4	82.2	147.7	104.7	95.4
Cn1c(O)c(N=NC(=O)c2cc3ccccc3[nH]2)c2ccccc21	88.0	93.1	96.5	93.3	81.4	98.5	94.0	101.9
Cc1nnc2nc(N)[nH]n2c1=O	78.9	100.8	108.5	74.7	108.7	105.9	109.0	113.2
CC[C@H](Nc1ncnc2nc[nH]c12)c1nc2cccc(CC(=O)c3ccc(C(=O)OC)cc3)c2c(=O)n1-c1ccccc1	94.5	82.9	83.4	90.0	100.1	90.3	87.6	100.0
O=C(Nc1ccc(O)c(C(=O)O)c1)Oc1ccccc1	76.0	90.5	82.3	92.5	98.8	109.3	80.8	104.8
CN(C)C(=S)N/N=C\C=N/NC(=S)N(C)C	35.4	1.4*	.	10.0	22.6	0.5*	92.9	67.0
COc1cc(/C=N/O)nc(-c2ccccn2)c1	9.2*	11.6	-16.9*	12.0	9.2*	18.7	23.9	23.6
COc1ccc(C(C#N)CC(=O)c2ccc3c(c2)OCO3)cc1OC (centres undefined)	91.8	98.0	109.7	99.4	94.0	87.9	99.6	110.6
COc1ccc2sc(NC(=O)CCCCCCNC(=O)C(O)(O)C(F)(F)F)nc2c1	12.5	11.2	-11.7*	13.0	24.6	14.6	-3.1*	1.4*
CC(C)C[C@H](NC(=O)CNC(=O)C[C@H]1O[C@@H]2OC3(C)CC[C@H]4[C@H](C)CC[C@@H]([C@H]1C)[C@@]24O3)B(O)O	9.1*	8.0*	-58.4*	7.3*	-12.4*	-11.0*	-3.4*	-71.1*
O=c1[nH]c(=O)n(C2CC(O)C(CO)O2)cc1Cl (centres undefined)	79.3	80.8&67.0	109.6&98.7	91.5&73.9	109.3&82.7	71.9&76.9	87.8&69.3	73.4&71.4
O=C(O)c1ncc(Cl)cc1Cl	100.1	111.8	90.5	100.4	108.1	106.0	85.0	100.2
COc1cc(C2C3CCCN3C3(C(=O)Nc4ccccc43)C2C(=O)c2ccc(Br)cc2)cc(OC)c1OC (centres undefined)	110.6	98.3	79.6	83.3	95.6	83.1	96.5	96.3
Cc1cccc(Cc2ccccc2C(=N)c2c(C)cccc2C)c1C	77.2	80.6	91.0	85.9	89.6	91.0	109.0	97.7
O=C(O)/C=C/c1ccccc1C(=O)O	119.5	100.0	99.2	108.9	108.3	105.0	105.3	102.8
O=C1OC(=O)C2C1OC1C(=O)OC(=O)C12 (centres undefined)	105.4	112.2	102.7	111.7	97.6	97.1	98.0	109.0
